Screens (PubChem)
SENP6 inh: blocks the human protease SENP6; Recombinant SENP6 catalytic domain, aminoluciferin luminescence; inhibition, % at 10 µM; 330,000 tested, 1.8% active; AID 2599;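 active = inhibition above about 50% at the single tested dose, limit read from the data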;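 also: plate controls were DMSO wells with enzyme for no effect and DMSO wells lacking enzyme for full effect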
HKDC1 inh: inhibitors of human hexokinase HKDC1 | Q2TB90 | recombinant HKDC1, G6PDH/diaphorase resazurin coupled fluorescence | inhibition, % at 20 µM | 340,000 tested, 0.16% active | AID 493160;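 active = inhibition above about 35% when tested at 20 µM, limit read from the data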;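 also: plate controls were DMSO wells with enzyme for no effect and DMSO wells lacking enzyme for full effect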
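Incubation: 90 min at room temperature in dark / Material: recombinant HKDC1 (HK5) hexokinase enzyme, produced in-house / Quantity: enzyme 5 µg/mL final / Compound: one dose of 20 µM, 1% DMSO / Reagent: glucose and ATP substrates / Buffer or medium: Tris pH 8.0 buffer with MgCl2, Tween-20, BSA, BME / Technique: resorufin fluorescence at 613 nm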
MPTP inh: blocks calcium-induced mitochondrial swelling; inhibition, % at 10 µM; isolated mouse mitochondria, Ca2+ swelling absorbance, 30 min; 360,000 tested, 1.4% active; AID 602449;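 active = inhibition of 50% or more, scaled per plate between neutral and stimulator controls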;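 also: 0% = DMSO wells given calcium and 100% = 1 mM EGTA wells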
GRIN3A LBD mod: modulators (binders) of human NR3A ligand-binding domain | Tm shift relative to glycine control, % at 25 µM | AID 1259313 | NR3A LBD differential scanning fluorimetry, Tm shift; 0% = protein alone, 100% = glycine-bound protein | 340,000 tested, 2.5% active;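 active = melting temperature shift of at least 10% of the positive control shift, at one fixed dose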
ATG4B inh: ATG4B (human) cysteine protease inhibition. 340,000 tested, 0.51% active. inhibition, % at 8.33 µM. ATG4B cleavage of LC3-PLA2, NBD-HPC fluorescence, 1 h. AID 504462. Q9Y4P1; in the data active = inhibition above about 40%
Target sequence (Q9Y4P1 whole entry, looked up): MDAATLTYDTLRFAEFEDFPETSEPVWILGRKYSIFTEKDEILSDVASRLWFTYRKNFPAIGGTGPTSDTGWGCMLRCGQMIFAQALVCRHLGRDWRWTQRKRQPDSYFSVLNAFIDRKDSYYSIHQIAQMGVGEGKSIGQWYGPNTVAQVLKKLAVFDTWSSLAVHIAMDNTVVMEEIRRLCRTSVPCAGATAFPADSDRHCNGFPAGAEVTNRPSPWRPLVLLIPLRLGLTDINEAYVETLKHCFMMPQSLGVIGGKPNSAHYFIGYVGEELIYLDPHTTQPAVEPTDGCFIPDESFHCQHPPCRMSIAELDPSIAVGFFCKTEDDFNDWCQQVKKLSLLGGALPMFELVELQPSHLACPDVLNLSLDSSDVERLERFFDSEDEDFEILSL
SENP8 block: inhibitors of human SENP8 protease; recombinant SENP8, Nedd8 substrate fluorescence; inhibition, % at 20 µM; 360,000 tested, 0.64% active; AID 602440; in the data active = inhibition mostly above about 40%, no sharp cut-off; inactive = mostly below about 27%
Target sequence (Q96LD8 whole entry, looked up): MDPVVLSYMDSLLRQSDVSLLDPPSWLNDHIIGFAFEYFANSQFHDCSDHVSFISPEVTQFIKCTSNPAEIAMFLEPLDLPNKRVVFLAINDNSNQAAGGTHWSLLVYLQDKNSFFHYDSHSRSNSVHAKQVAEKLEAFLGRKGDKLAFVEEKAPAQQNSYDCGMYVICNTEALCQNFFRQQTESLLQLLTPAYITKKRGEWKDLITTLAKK
PfG6PD inh: PfG6PD (Plasmodium falciparum) enzyme inhibition; PfGluPho enzyme, NADPH resazurin-diaphorase fluorescence; inhibition, % at 20 µM; 350,000 tested, 0.78% active; AID 504690;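 active = inhibition reaching at least a set limit at 20 µM in the primary screen, cut at about 59% in these data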;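 also: 0% = DMSO wells with substrate and 100% = DMSO wells lacking glucose-6-phosphate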
SENP7 block: inhibitors of human SENP7 protease; Q9BQF6; recombinant SENP7, Z-RLRGG-aminoluciferin luminescence, 40 min; inhibition, % at 5 µM; 330,000 tested, 1.5% active; AID 434973;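 active = inhibition above about 50% at the single test dose, limit read from the data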;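 also: plate controls were DMSO with enzyme for no effect and no enzyme buffer wells for full effect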
Target sequence (Q9BQF6 706-1050 limits assumed): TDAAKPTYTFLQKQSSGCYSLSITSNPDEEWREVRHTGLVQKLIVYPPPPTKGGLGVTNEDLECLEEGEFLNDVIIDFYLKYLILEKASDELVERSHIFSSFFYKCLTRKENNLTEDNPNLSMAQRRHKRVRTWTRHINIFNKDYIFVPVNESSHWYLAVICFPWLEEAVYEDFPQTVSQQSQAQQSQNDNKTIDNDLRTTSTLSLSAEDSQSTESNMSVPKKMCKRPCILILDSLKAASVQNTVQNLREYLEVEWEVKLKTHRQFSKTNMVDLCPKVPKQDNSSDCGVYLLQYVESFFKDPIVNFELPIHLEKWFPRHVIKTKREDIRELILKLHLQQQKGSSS
Active calls of the source: *; . = not tested or not shown.

| SENP6 inh | HKDC1 inh | MPTP inh | GRIN3A LBD mod | ATG4B inh | SENP8 block | PfG6PD inh | SENP7 block | canonical_smiles |
| --- | --- | --- | --- | --- | --- | --- | --- | --- |
| 16 | 2 | 1.2 | 0 | 6 | 17 | 4 | 4 | O=C1CSCC(=O)N1Cc1ccc(Cl)cc1Cl |
| -17 | -3 | 0.4 | -1 | -13 | 37 | 4 | 5 | Cn1cnnc1SCC(=O)Nc1ccc(OCc2ccccc2)cc1 |
| . | 0 | -1.2 | 2 | -4 | 4 | -1 | 3 | CC[C@]1(C(=O)OC)[C@H]2C(=O)N(C)C(=O)[C@H]2[C@H]2CN=C(SCC3CC3)N21 |
| -14 | -6 | -0.3 | -5 | 8 | -10 | 0 | -8 | Cc1cc(Br)cc2c(C(=O)NCC3CCCO3)cc(-c3ccccc3)nc12 (stereo unspecified) |
| -7 | 0 | -1.6 | 2 | -10 | 3 | 11 | 3 | Cc1cccc(NC(=O)CSc2nc(N)cc(N)n2)c1 |
| 5 | 5 | -1.9 | 0 | -3 | 2 | 11 | 6 | Cc1ccc(/C=N/Nc2ccc(F)cc2)s1 |
| . | 1 | 2.6 | -2 | -4 | 27 | 21 | . | Cc1ccc(NCCN(C)C)c2c(=O)c3cc(O)ccc3sc12 |
| -4 | -7 | -2.3 | -2 | 0 | 4 | 5 | 1 | COc1ccc(NC(=O)CN(C)C(=O)c2cc(CN3C(=O)c4ccccc4C3=O)ccc2OC)cc1 |
| -8 | -1 | -0.3 | 0 | -13 | 4 | 4 | -5 | COc1ccc(C2(c3ccc(OC)cc3)NC(=O)N(CC(=O)N(C)c3ccccc3)C2=O)cc1 |
| 53* | 11 | -0.7 | 0 | -2 | 2 | 4 | 52* | COCC(C)NC(=O)c1noc2c1CCc1cc(OC)ccc1-2 (stereo unspecified) |
| -8 | -2 | -1.4 | -3 | 2 | 15 | 0 | -4 | CC(C)n1cc(C(=O)NC2CC(C)(C)Cc3c2cnn3-c2ccccc2)cn1 (stereo unspecified) |
| -19 | -3 | -0.9 | -2 | -10 | -13 | -17 | -22 | COc1cccc2c1nc(C)c1cc(C)oc12 |
| 11 | 7 | 0.3 | -1 | -7 | 15 | 4 | -5 | O=C(Nc1cccc(Cl)c1)c1nc[nH]c1C(=O)NCCCCNC(=O)c1[nH]cnc1C(=O)Nc1cccc(Cl)c1 |
| -5 | -7 | 1.4 | 12* | 8 | 8 | -8 | 1 | CN(C)S(=O)(=O)c1ccc2nnn(OCC(=O)NC34CC5CC(CC(C5)C3)C4)c2c1 |
| . | 5 | -0.1 | -1 | -3 | 37* | 5 | . | Nc1nnc(-c2ccc([N+](=O)[O-])o2)s1 |
| 3 | -2 | 0.4 | -1 | -5 | 9 | 6 | 3 | CC1Sc2ccc(S(=O)(=O)CCC(=O)NCc3cccs3)cc2NC1=O (stereo unspecified) |
| -10 | 2 | 0.2 | 1 | -1 | 8 | 6 | -6 | COc1ccc(Nc2c(C)cccc2C)cc1 |
| 10 | 5 | 0.7 | -13 | -3 | 18 | -4 | 17 | S=c1nc(-c2ccc(Br)cc2)oc2c1CCCC2 |
| 2 | -6 | -2.5 | -3 | 0 | -272 | -10 | 7 | COc1cc2c(cc1OC)CN(Cc1cccs1)CC2 |
| -13 | -8 | -1.4 | -3 | -8 | 11 | 1 | 1 | COc1ccccc1NC(=S)NCCc1ccc(F)cc1 |
| 15 | 1 | 4.5 | -8 | 1 | -2 | -11 | -4 | CCCCC[C@@H]1C=C(C(=O)O)[C@H](c2ccc(C#N)cc2)N1S(=O)(=O)c1ccc(C)cc1 |
| -5 | 11 | 4.2 | -3 | 3 | 4 | -10 | 0 | CCOC(=O)Cc1nnc(NC(=O)CSc2ccc(Cl)cc2)s1 |
| 4 | -7 | 4.0 | -4 | -6 | 14 | 6 | 0 | CCC1CCCCN1S(=O)(=O)c1ccc(S(=O)(=O)N2CCN(S(=O)(=O)CC)CC2)cc1 (stereo unspecified) |
| -3 | 2 | 0.3 | -1 | -6 | 11 | -7 | -1 | O=C(CCCCCBr)N1CCC(CC2CC(c3ccc(Cl)cc3)=NO2)(C(=O)NCC2CCCCC2)CC1 (stereo unspecified) |
| -2 | -5 | -0.1 | 0 | -2 | 14 | 8 | 0 | CCOC(=O)c1c(C)oc2ccc(O)c(CN(C)C)c12 |
| -12 | -1 | 56* | 0 | -3 | 30 | 4 | 2 | Cc1ccc2nc(N(CCCN(C)C)C(=O)COc3ccc(Cl)cc3)sc2c1 |
| -2 | -3 | -1.4 | -11 | -6 | 8 | 0 | 5 | CCOC(=O)c1ccc(N2C(=O)C3ON(c4ccccc4)C(c4ccco4)C3C2=O)cc1 (stereo unspecified) |
| . | 1 | 1.1 | -7 | -2 | 35 | -5 | . | CN(C)c1ccc(N=Nc2ccc3ncccc3c2)cc1 |
| 2 | -5 | -0.8 | 3 | -1 | 0 | -11 | 0 | CC(=O)N1CCN(C(=O)COC(=O)/C=C/c2ccc(C(F)(F)F)cc2)CC1 |
| -3 | -5 | -0.2 | 2 | 0 | 11 | 9 | -5 | CC(C)(C)N1CCC1CN (stereo unspecified) |

Next section, overlapping the part above by three compounds.
| SENP6 inh | HKDC1 inh | MPTP inh | GRIN3A LBD mod | ATG4B inh | SENP8 block | PfG6PD inh | SENP7 block | canonical_smiles |
| --- | --- | --- | --- | --- | --- | --- | --- | --- |
| . | 1 | 1.1 | -7 | -2 | 35 | -5 | . | CN(C)c1ccc(N=Nc2ccc3ncccc3c2)cc1 |
| 2 | -5 | -0.8 | 3 | -1 | 0 | -11 | 0 | CC(=O)N1CCN(C(=O)COC(=O)/C=C/c2ccc(C(F)(F)F)cc2)CC1 |
| -3 | -5 | -0.2 | 2 | 0 | 11 | 9 | -5 | CC(C)(C)N1CCC1CN (stereo unspecified) |
| -11 | 1 | 0.7 | 0 | 0 | 10 | -3 | -5 | Cc1ccc(C2(c3noc(CN(C)CC4COCCO4)n3)CCCC2)cc1 (stereo unspecified) |
| -14 | 8 | 1.2 | 0 | -9 | 12 | -7 | -11 | CC(/C=C/c1ccccc1)=N\NC(=O)CNC(=O)c1ccccc1Cl |
| 10 | -5 | -1.5 | -2 | -9 | 2 | -9 | -2 | COc1cc(C=O)ccc1Oc1nc(Nc2ccc(F)cc2F)nc(N2CCOCC2)n1 |
| 7 | 1 | 1.0 | -1 | 4 | -48 | -20 | 3 | Cc1c(NC(=O)c2ccc(=O)oc2)c(=O)n(-c2ccccc2)n1C |
| 9 | -8 | -1.7 | 0 | 5 | 2 | 5 | 8 | CN(C(=O)COC(=O)c1ccc(Cl)nc1)c1c(N)n(Cc2ccccc2)c(=O)[nH]c1=O |
| -20 | 4 | -1.6 | 1 | 0 | 23 | 1 | -5 | Cc1ccccc1SCC(=O)NCCCn1ccnc1 |
| -2 | -10 | -0.2 | 1 | -5 | 14 | -2 | 0 | CCCCOc1ccc(C(=O)NCC(=O)OCC(=O)c2c(N)n(C)c(=O)n(C)c2=O)cc1 |
| 12 | -6 | 1.8 | 2 | 0 | 9 | -10 | 6 | CCN(Cc1ccncc1)Cc1ccc(OC)cc1OC |
| -2 | -11 | -0.2 | -9 | 1 | -7 | -8 | 3 | Cc1cc(NC(=O)c2sc(Nc3ccc(F)cc3)nc2N)no1 |
| -15 | -3 | 0.5 | 3 | -4 | 6 | -3 | -7 | CC(=O)Nc1ccc(S(=O)(=O)N(C)CC(=O)OCC(=O)N(C)c2ccccc2)cc1 |
| -16 | -15 | -1.1 | 0 | -7 | 8 | 1 | -7 | O=S(=O)(NCCNS(=O)(=O)c1ccc(F)cc1)c1ccc(F)cc1 |
| 0 | 0 | 100* | 22* | -17 | 16 | 28 | -3 | CC(C)(C)CC(C)(C)NC(=S)Nc1ccc(S(=O)(=O)N2CCOCC2)cc1 |
| . | 3 | 0.8 | -3 | 2 | -3 | 12 | . | COc1cc(NS(=O)(=O)c2ccc(NC(=S)NC(=O)c3sc4ccccc4c3Cl)cc2)ncn1 |
| -13 | 6 | 1.0 | 0 | -12 | 6 | 7 | -3 | O=C(COC(=O)Cc1ccc(F)cc1)NC1CCCCCC1 |
| 0 | 0 | -0.8 | -2 | 1 | 12 | -9 | 3 | NC(=O)COC(=O)C1c2ccccc2Oc2ccccc21 |

Five entries already listed, arranged by their value in SENP6 inh, low to high.
| SENP6 inh | HKDC1 inh | MPTP inh | GRIN3A LBD mod | ATG4B inh | SENP8 block | PfG6PD inh | SENP7 block | canonical_smiles |
| --- | --- | --- | --- | --- | --- | --- | --- | --- |
| -12 | -1 | 56* | 0 | -3 | 30 | 4 | 2 | Cc1ccc2nc(N(CCCN(C)C)C(=O)COc3ccc(Cl)cc3)sc2c1 |
| -8 | -2 | -1.4 | -3 | 2 | 15 | 0 | -4 | CC(C)n1cc(C(=O)NC2CC(C)(C)Cc3c2cnn3-c2ccccc2)cn1 (stereo unspecified) |
| 2 | -6 | -2.5 | -3 | 0 | -272 | -10 | 7 | COc1cc2c(cc1OC)CN(Cc1cccs1)CC2 |
| 16 | 2 | 1.2 | 0 | 6 | 17 | 4 | 4 | O=C1CSCC(=O)N1Cc1ccc(Cl)cc1Cl |
| 53* | 11 | -0.7 | 0 | -2 | 2 | 4 | 52* | COCC(C)NC(=O)c1noc2c1CCc1cc(OC)ccc1-2 (stereo unspecified) |

(more compounds)
| SENP6 inh | HKDC1 inh | MPTP inh | GRIN3A LBD mod | ATG4B inh | SENP8 block | PfG6PD inh | SENP7 block | canonical_smiles |
| --- | --- | --- | --- | --- | --- | --- | --- | --- |
| -15 | 4 | -1.1 | -2 | 10 | 12 | -3 | -7 | O=C1CCCN1c1ccc(S(=O)(=O)NCc2ccco2)cc1 |
| . | -9 | -1.4 | 0 | 1 | 7 | -7 | . | CC(=C/C(=O)O)/C=C/c1ccc([N+](=O)[O-])cc1 |
| -5 | -6 | -2.8 | 0 | 3 | 17 | 1 | 7 | CC(Sc1n[nH]c(=O)n1Cc1ccccc1)C(=O)NCC1CCCO1 (stereo unspecified) |
| 2 | 18 | -0.5 | 0 | -4 | -11 | 7 | -4 | Cn1ccc(-c2cc(C(=O)O)c3ccccc3n2)n1 |
| -8 | -4 | -0.2 | -1 | -5 | 21 | -4 | -5 | CCC(C(=O)NCCCN1CCN(CCCNC(=O)C(CC)c2ccccc2)CC1)c1ccccc1 (stereo unspecified) |
| -3 | 2 | -0.4 | 0 | -9 | -4 | -26 | -16 | COc1cccc(N2CCN(C(=O)c3ccc4ccccc4c3)CC2)c1 |
| 5 | -5 | 2.8 | 0 | 1 | 4 | -9 | -3 | CCC(=O)c1ccc(OCC(O)CN2CCN(c3ccccn3)CC2)cc1 (stereo unspecified) |
| -6 | -7 | -0.6 | 0 | 0 | 2 | -4 | 7 | Cc1c(C)c(C)c(S(=O)(=O)NCCc2ccccn2)c(C)c1C |
| -2 | -5 | -0.3 | 0 | 5 | 18 | -4 | 7 | CCN1CCN(C(=S)c2ccc(OCC(=O)Nc3ccc(OC)cc3)cc2)CC1 |

Shown with values under each structure: entries from further up.
Results follow in this order: SENP6 inh, HKDC1 inh, MPTP inh, GRIN3A LBD mod, ATG4B inh, SENP8 block, PfG6PD inh, SENP7 block
> Cn1ccc(-c2cc(C(=O)O)c3ccccc3n2)n1
 : 2, 18, -0.5, 0, -4, -11, 7, -4
> CCC(=O)c1ccc(OCC(O)CN2CCN(c3ccccn3)CC2)cc1 (stereo unspecified)
 : 5, -5, 2.8, 0, 1, 4, -9, -3
> CC(=C/C(=O)O)/C=C/c1ccc([N+](=O)[O-])cc1
 : ., -9, -1.4, 0, 1, 7, -7, .
> COc1cccc(N2CCN(C(=O)c3ccc4ccccc4c3)CC2)c1
 : -3, 2, -0.4, 0, -9, -4, -26, -16
> CCC(C(=O)NCCCN1CCN(CCCNC(=O)C(CC)c2ccccc2)CC1)c1ccccc1 (stereo unspecified)
 : -8, -4, -0.2, -1, -5, 21, -4, -5
